# Screening data: PubChem, The Scripps Research Institute Molecular Screening Center
# PAFAH2 FP inh: inhibitors of human PAFAH2; recombinant PAFAH2, FP-rhodamine activity probe, fluorescence polarization; inhibition, % at 3.39 µM; 340,000 tested, 0.99% active; AID 492956;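 active means inhibition above the mean over all tested compounds plus 3 SD, cut at about 30% in these data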;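 further: inhibitors block probe labeling of enzyme so polarization drops; 0% = enzyme with DMSO and 100% = wells lacking PAFAH2 protein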
# PAD4 FP inh: blocks human protein arginine deiminase 4. Q9UM07. recombinant PAD4, RCA probe fluorescence polarization. inhibition, % at 6.36 µM. 330,000 tested, 0.41% active;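 active means percent inhibition above a cutoff equal to the mean of all tested compounds plus 3 SD, cut at about 15% in these data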;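 further: 0% = PAD4 with RCA probe and DMSO and 100% = probe without PAD4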
# Target sequence (Q9UM07 whole entry, looked up): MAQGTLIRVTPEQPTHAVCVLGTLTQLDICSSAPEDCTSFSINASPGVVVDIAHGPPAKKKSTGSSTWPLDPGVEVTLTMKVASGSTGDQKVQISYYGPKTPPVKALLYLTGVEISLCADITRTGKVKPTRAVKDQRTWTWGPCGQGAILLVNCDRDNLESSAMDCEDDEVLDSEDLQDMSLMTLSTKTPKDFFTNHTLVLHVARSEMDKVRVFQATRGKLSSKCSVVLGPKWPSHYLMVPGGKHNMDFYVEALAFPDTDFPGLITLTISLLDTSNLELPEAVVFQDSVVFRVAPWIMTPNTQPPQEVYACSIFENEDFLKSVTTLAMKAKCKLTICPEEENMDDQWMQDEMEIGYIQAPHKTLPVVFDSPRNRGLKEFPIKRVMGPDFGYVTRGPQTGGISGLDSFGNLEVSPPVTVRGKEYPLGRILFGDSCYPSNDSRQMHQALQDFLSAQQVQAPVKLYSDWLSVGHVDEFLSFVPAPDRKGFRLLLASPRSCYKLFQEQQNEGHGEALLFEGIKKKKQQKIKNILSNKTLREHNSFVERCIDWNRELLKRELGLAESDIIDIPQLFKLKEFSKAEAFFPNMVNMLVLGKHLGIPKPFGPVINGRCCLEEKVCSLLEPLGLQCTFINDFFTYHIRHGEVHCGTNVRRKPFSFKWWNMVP
# PAFAH1B3 inh: PAFAH1B3 (human) inhibition; inhibition, % at 3.39 µM; Q15102; recombinant PAFAH1B3, FP-rhodamine probe, fluorescence polarization; 340,000 tested, 0.28% active;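 active means inhibition above the screen-wide average of all tested compounds plus 3 SD, cut at about 25% in these data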;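 further: 0% = enzyme with DMSO only and 100% = wells lacking PAFAH1B3 protein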
# GSTO1 inh: GSTO1 inhibition, counter-screen for RBBP9 inhibitors; 300,000 tested, 1.1% active; inhibition, % at 5.96 µM; P78417; recombinant GSTO1, activity-based probe fluorescence polarization; AID 1974;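 active means inhibition above the campaign mean inhibition plus 3 SD, cut at about 35% in these data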;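 further: 0% = GSTO1-1 with DMSO and 100% = wells lacking GSTO1-1 enzyme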
# EBNA-1 inhibitor: blocks EBNA-1 binding to DNA. inhibition, % at 14.8 µM. EBNA-1 DNA binding, fluorescence polarization. 300,000 tested, 0.34% active; in the data active means inhibition above about 28%
# LYPLA2 inh: counter-screen for PME1 inhibitors: inhibitors of human LYPLA2. inhibition, % at 5.9 µM. 320,000 tested, 0.38% active. O95372. recombinant LYPLA2, FP-Rh probe fluorescence polarization;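 active means inhibition above the screen-wide mean plus 3 SD, limit set per campaign, cut at about 26% in these data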;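 further: 0% = LYPLA2 with DMSO and 100% = wells lacking LYPLA2 enzyme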
# ZTA DNA inh: blocks Epstein-Barr virus ZTA, an EBNA-1 counter-screen; AID 2234; inhibition, % at 11 µM; ZTA-DNA binding, fluorescence polarization; 320,000 tested, 0.15% active; in the data active means inhibition above about 33%
# LYPLA1 inh: LYPLA1 (human) inhibition in PME1 counter-screen; recombinant LYPLA1, FP-Rh probe fluorescence polarization; inhibition, % at 5.9 µM; 320,000 tested, 0.16% active;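 active means inhibition above the mean of all tested compounds plus 3 SD, set per campaign, cut at about 14% in these data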;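 further: inhibitors block serine hydrolase probe labeling of LYPLA1 so polarization falls; 0% = enzyme with DMSO and 100% = wells lacking LYPLA1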
# PREPL inh: inhibits the human prolyl oligopeptidase-like enzyme; Q4J6C6; inhibition, % at 5.96 µM; AID 2751; recombinant PREPL, fluorescence polarization activity-based probe; 320,000 tested, 0.68% active; in the data active means inhibition above about 43%;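 further: 0% = enzyme with DMSO and 100% = wells lacking enzyme; many of its hits are not listed in these tables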
# * = called active by the depositor; nt = no result given.
cpd | Compound | PREPL inh | PAFAH2 FP inh | LYPLA2 inh | ZTA DNA inh | GSTO1 inh | PAFAH1B3 inh | PAD4 FP inh | EBNA-1 inhibitor | LYPLA1 inh
1 | COC(=O)Cn1c(CCS(=O)(=O)c2ccc(C)c(C)c2)nc2ccccc21 | 18 | 0 | 6 | -13 | 2 | -4 | -2 | -4 | 4
2 | Cn1c(=O)n(C)c2cc(NC(=O)Cc3ccccc3[N+](=O)[O-])ccc21 | 7 | 5 | 2 | -3 | 7 | 10 | -3 | 1 | 0
3 | COc1ccc(Nc2cc(Cl)nc(N)n2)cc1 | -5 | -6 | -6 | 7 | -2 | 2 | -3 | -2 | 3
4 | CCOc1ccc(NC(=O)c2ccc3c(SCC(=O)O)c4c(nc3c2)CCCC4)cc1 | 20 | -18 | -4 | -6 | -3 | -9 | -5 | 0 | -5
5 | CCCn1nnc(NC(=O)c2sc3ccccc3c2Cl)n1 | 17 | 1 | -3 | 0 | -3 | 9 | -1 | 0 | 0
6 | COc1cccc(/C=C/C(=O)OCC(=O)Nc2cccc(S(=O)(=O)N3CCCCC3)c2)c1OC | 8 | 39* | -37 | 7 | -11 | -1 | -1 | 6 | -25
7 | CC(C)c1nnc(-c2ccc(Cl)cc2)c(N(C)C)n1 | -11 | -6 | 6 | 3 | -1 | -3 | -6 | 2 | -2
8 | CCc1cccc(OC2OC(CO)C(O)C(O)C2NC(C)=O)c1 (stereo not drawn) | -3 | -4 | -3 | 18 | -2 | 7 | 1 | -10 | 0
9 | COc1nccnc1NS(=O)(=O)c1ccc(NC(=S)NC(=O)c2ccccc2F)cc1 | 5 | 5 | -2 | -3 | -1 | 10 | -4 | -3 | 1
10 | CCc1ccc(NC(=O)C(C)OC(=O)C2CCC(=O)N2)cc1 (stereo not drawn) | -2 | 9 | 1 | 12 | 1 | 6 | 1 | -10 | -1

# Reprinted at random: five compounds from above.
cpd | Compound | PREPL inh | PAFAH2 FP inh | LYPLA2 inh | ZTA DNA inh | GSTO1 inh | PAFAH1B3 inh | PAD4 FP inh | EBNA-1 inhibitor | LYPLA1 inh
3 | COc1ccc(Nc2cc(Cl)nc(N)n2)cc1 | -5 | -6 | -6 | 7 | -2 | 2 | -3 | -2 | 3
4 | CCOc1ccc(NC(=O)c2ccc3c(SCC(=O)O)c4c(nc3c2)CCCC4)cc1 | 20 | -18 | -4 | -6 | -3 | -9 | -5 | 0 | -5
8 | CCc1cccc(OC2OC(CO)C(O)C(O)C2NC(C)=O)c1 (stereo not drawn) | -3 | -4 | -3 | 18 | -2 | 7 | 1 | -10 | 0
9 | COc1nccnc1NS(=O)(=O)c1ccc(NC(=S)NC(=O)c2ccccc2F)cc1 | 5 | 5 | -2 | -3 | -1 | 10 | -4 | -3 | 1
1 | COC(=O)Cn1c(CCS(=O)(=O)c2ccc(C)c(C)c2)nc2ccccc21 | 18 | 0 | 6 | -13 | 2 | -4 | -2 | -4 | 4

# The list continues.
cpd | Compound | PREPL inh | PAFAH2 FP inh | LYPLA2 inh | ZTA DNA inh | GSTO1 inh | PAFAH1B3 inh | PAD4 FP inh | EBNA-1 inhibitor | LYPLA1 inh
11 | COc1ccccc1NC(=O)Nc1nnc(CC(=O)Nc2cccc(C)c2)s1 | -34 | -6 | -18 | -7 | -6 | 6 | -2 | -2 | -5
12 | O=c1oc2ccccc2c2c1ncn2CCN1CCOCC1 | -2 | -3 | 0 | 5 | 8 | 4 | 0 | 17 | -1
13 | COc1cccc(C(=O)Nc2ccc(NC(=O)Cc3ccccc3)cc2)c1 | -4 | 0 | 0 | 17 | 0 | 9 | 1 | 16 | 1
14 | CC(NS(=O)(=O)c1ccc(CCC(=O)N2CCN(C)CC2)cc1)c1ccccc1 (stereo not drawn) | 0 | 0 | -2 | 3 | -5 | -2 | -2 | -15 | 3
15 | Cc1ccc(NC(=O)CS(=O)CC(=O)N2CCN(c3ccccc3)CC2)cc1 (stereo not drawn) | 13 | -10 | 10 | 3 | -2 | 8 | 2 | 6 | 7
16 | CC1=C/C(=N\OS(=O)(=O)c2ccccc2)C=CC1=O | 4 | 13 | 5 | -1 | 50* | 3 | -3 | -8 | 2
17 | Cn1c(Cn2c(=O)sc3ccccc32)nnc1SCC(=O)NCc1ccc(F)cc1 | -1 | -4 | -2 | 7 | 1 | 3 | -1 | -10 | 1
18 | COC(=O)c1sccc1NC(=O)c1cc(-c2ccc(C)cc2C)nc2ccccc12 | -4 | 8 | -4 | 3 | 11 | 2 | -7 | -2 | 3
19 | CCN(CC)CCCNC(=O)C(C)Sc1nc(-c2ccccc2)cc(C(F)(F)F)n1 (stereo not drawn) | 31 | 4 | 2 | 7 | -4 | 0 | 2 | 3 | -1
20 | Cc1cc(C(=O)COC(=O)/C=C/c2ccco2)c(C)n1C | 13 | 18 | nt | nt | nt | 7 | 3 | nt | nt

# (next part)
cpd | Compound | PREPL inh | PAFAH2 FP inh | LYPLA2 inh | ZTA DNA inh | GSTO1 inh | PAFAH1B3 inh | PAD4 FP inh | EBNA-1 inhibitor | LYPLA1 inh
21 | CCCN1C(=O)/C(=C/c2ccccc2OCc2ccc(C(=O)O)cc2)NC1=S | -5 | 1 | -6 | 7 | -20 | -1 | -6 | 0 | -4
22 | Cc1nn(-c2ccccc2)c(C)c1NC(=O)COC(=O)c1cc(Br)ccc1O | -1 | 4 | -5 | -4 | -2 | -1 | -1 | -4 | 0
23 | Cc1ccc(Oc2ccc(Oc3ccc(C)cc3)nn2)cc1 | 1 | 5 | -1 | -2 | -1 | 1 | 3 | 1 | -2
24 | O=C(CN(C(=O)c1csnn1)c1ccc(F)c(Cl)c1)NC1CCCC1 | 3 | 3 | -3 | 2 | 2 | 2 | 1 | -1 | 0
25 | CC(C)OCCCNC(=S)Nc1ccc(S(N)(=O)=O)cc1 | -5 | 5 | -5 | -5 | 5 | 9 | -6 | 0 | -2
26 | Cc1ccc(C(=O)Nc2ccc(N3CCOCC3)cc2N2CCOCC2)cc1 | 6 | 1 | -1 | 7 | -3 | -6 | 2 | -1 | 2
27 | Cc1ccccc1CN1CCN(C(=O)c2ccc(S(=O)(=O)NCc3ccco3)cc2)CC1 | 8 | 10 | 2 | 3 | nt | 13 | -6 | nt | 2
28 | S=C1NNC2(NN1)C1CC3CC(C1)CC2C3 | 0 | 1 | -1 | -16 | 1 | 7 | 1 | 9 | 0
29 | CCc1nc2ccc(C(=O)N3CCN(c4cccc(C(F)(F)F)c4)CC3)cc2nc1CC | 17 | -6 | 9 | 19 | 0 | -1 | 2 | 4 | 1

# 3 entries already listed, ordered by their value in PAD4 FP inh, lowest first:
item | canonical_smiles | PREPL inh | PAFAH2 FP inh | PAFAH1B3 inh | PAD4 FP inh | EBNA-1 inhibitor
25 | CC(C)OCCCNC(=S)Nc1ccc(S(N)(=O)=O)cc1 | -5 | 5 | 9 | -6 | 0
24 | O=C(CN(C(=O)c1csnn1)c1ccc(F)c(Cl)c1)NC1CCCC1 | 3 | 3 | 2 | 1 | -1
23 | Cc1ccc(Oc2ccc(Oc3ccc(C)cc3)nn2)cc1 | 1 | 5 | 1 | 3 | 1

# A draw from above in order of molar mass, low to high:
cpd | Compound | PREPL inh | PAFAH2 FP inh | LYPLA2 inh | ZTA DNA inh | GSTO1 inh | PAFAH1B3 inh | PAD4 FP inh | EBNA-1 inhibitor | LYPLA1 inh
26 | Cc1ccc(C(=O)Nc2ccc(N3CCOCC3)cc2N2CCOCC2)cc1 | 6 | 1 | -1 | 7 | -3 | -6 | 2 | -1 | 2
29 | CCc1nc2ccc(C(=O)N3CCN(c4cccc(C(F)(F)F)c4)CC3)cc2nc1CC | 17 | -6 | 9 | 19 | 0 | -1 | 2 | 4 | 1
27 | Cc1ccccc1CN1CCN(C(=O)c2ccc(S(=O)(=O)NCc3ccco3)cc2)CC1 | 8 | 10 | 2 | 3 | nt | 13 | -6 | nt | 2

# Only part of the results is shown; rates above refer to the full screens.
